# From PubChem BioAssay
# N370S GC: N370S glucocerebrosidase modulation, Gaucher chaperone candidate | AID 2101 | hit rate 0.092% among 330,000 | N370S GC spleen homogenate, 4MU-glucoside fluorescence | Potency, µM (series often up to 59.4 µM), inactives show top-dose activity change, negative = inhibition, actives largely listed as inhibitors;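 note: 0% = full enzyme activity and -100% = no enzyme basal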
# FEN1 inh: blocks human flap endonuclease 1; P39748; Recombinant FEN1 flap cleavage, fluorescence, 15 min; Potency, µM (top dose mostly 114 µM), for inactives: at the top dose activity change, negative = inhibition, usual class: inhibitors; hit rate 0.35% among 390,000; note: nearly all actives have a fitted effect of over 65% in size
# Target sequence (P39748 whole entry, looked up): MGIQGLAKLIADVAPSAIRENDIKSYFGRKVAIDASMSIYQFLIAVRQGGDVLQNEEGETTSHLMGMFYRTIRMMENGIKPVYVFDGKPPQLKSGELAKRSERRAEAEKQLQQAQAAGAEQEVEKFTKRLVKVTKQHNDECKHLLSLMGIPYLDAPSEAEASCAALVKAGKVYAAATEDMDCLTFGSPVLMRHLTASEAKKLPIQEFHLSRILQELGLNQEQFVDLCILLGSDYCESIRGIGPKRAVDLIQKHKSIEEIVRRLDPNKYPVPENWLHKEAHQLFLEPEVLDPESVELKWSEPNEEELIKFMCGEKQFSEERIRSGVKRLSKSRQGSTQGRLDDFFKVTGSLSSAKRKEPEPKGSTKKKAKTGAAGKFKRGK
#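 Potency values derive from four-parameter Hill fits of normalized qHTS data. The reaction used 10 nM FEN1 preincubated 15 min at room temperature with compound, then 50 nM DNA substrate, read at 0 and 15 min.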
# DT40 TDP1 CPT: growth inhibition of DT40 Tdp1-/-;hTDP1 cells with camptothecin (screen for TDP1 inhibitors). chicken DT40 Tdp1-/-;hTDP1 cells + 20 nM CPT, ATP luminescence, 48 h. Potency, µM (doses to about 46.2 µM), without a hit: top-dose activity change, negative = growth inhibition, most hits filed as inhibitors. hit rate 12% among 420,000; note: nearly all actives have a fitted effect of over 55% in size
#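 Chicken DT40 Tdp1-/- cells complemented with human TDP1, 400 cells/well, exposed to compounds plus 20 nM camptothecin for at least 48 h at 37 C; viability read as ATP content by CellTiter-Glo luminescence.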
# The depositor's hits bear a star; u = inconclusive; x = not tested or not shown; & = joins results of further samples. Calls come from the whole dose curve; as a rule, active = well fitted curve in the direction sought with a large enough effect; inconclusive = small, poorly fitted or top-dose-only effect, or another doubt; inactive = no such curve, though single readings can be large; an effect the other way counts as inactive or inconclusive. Unless noted, % is set by controls: 0 for no effect and ±100 for the full control effect; potency is the fitted concentration of half-maximal effect. These rows are one share of the data; count on the stated rates, not on these rows.
SMILES,N370S GC,FEN1 inh,DT40 TDP1 CPT
CC(C)OC(=O)c1ccc(COC(=O)CNC(=O)c2ccco2)cc1,3%,-5%,5%
O=C(O)C(c1ccccc1)C(O)C1CCCC1 (stereo unspecified),x,0%,12%
O=C(O)CCNS(=O)(=O)c1cccc2nsnc12,-12%,10%,-2%
Cc1ccccc1NC(=O)c1cccc2nc3ccccc3nc12,12%,0%,u
CC(C)(C)c1cc(N2CCOCC2)n2ncc(-c3ccccc3)c2n1,-4%,11%,u
CN(C)CCCN(C(=O)COc1ccccc1)c1nc2c(Cl)cccc2s1,-10%,12%,-18%
COc1ccc(COc2cc(-c3cccc(OC)c3)nc3ccc(NC(=O)C(C)C)cc23)cc1,12%,-1%,4.6µM*
CC(=O)Nc1ccc(S(=O)(=O)NC2CC(=O)N(c3ccc4c(c3)OCCO4)C2)cc1 (stereo unspecified),-9%,12%,-22%
Cc1cccc(C(=O)O/N=C2\CCSc3ccc(C)cc32)c1,7%,-21%,-2%
COCc1cc(=O)n2[nH]c(C)c(-c3ccccc3)c2n1,-11%,2%,-3%
CCOC(=O)C1CCN(C2=NC(=O)/C(=C/c3ccc(O)cc3)S2)CC1,-14%,-15%,u
CN(C)c1nn(C(=O)Nc2cccc(C(F)(F)F)c2)cc1-c1ccccc1,7%,2%,-28%
O=C(Nc1ccc2oc(-c3cccc4ccccc34)nc2c1)c1ncn[nH]1,13%,-3%,-2%
COc1cc(-c2nc(-c3ccc(Br)o3)no2)cc(OC)c1OC,6%,-10%,u
Nc1cc(-c2ccc(OC(F)(F)F)cc2)nn1-c1ccc(Cl)c(Cl)c1,3%,-3%,u
Cc1cccc(NCc2ccccc2)c1,4%,17%,-4%
CCOc1ccc(Nc2ncnc3c2cnn3-c2ccc(F)cc2)cc1,x,-3%,-19%
COc1ccc(-c2nc3nc(C)c(Cc4ccccc4)c(=O)n3[nH]2)cc1,1%,0%,-20%
C=C(C)C(=O)N1CCN(C(=O)C(=C)C)c2ccccc21,x,2%,0%
COc1ccccc1N1CCN(/N=C/c2ccc(O)cc2O)CC1,-1%,-2%,-24%
CC(=O)Nc1cccc2c1C(=O)N(c1ccc(C)cc1)C2=O,0%,-1%,-5%
Cc1ccc(S(=O)(=O)NCCC(=O)N2CCN(Cc3ccccc3)CC2)cc1,2%,-2%,-5%
CC1(C(=O)NNC(=O)c2cccc([N+](=O)[O-])c2)CC1(Br)Br (stereo unspecified),4%,25%,-8%
COc1ccc(Cl)cc1NC(=O)CN(c1cccc(C)c1C)S(C)(=O)=O,x,-4%,u
Cc1cc(OCC(=O)NC2CCN(C)CC2)ccc1[N+](=O)[O-],19%,-8%,-5%
Cc1ccc(NC(=O)C2CCN(C(=O)c3cnn(-c4ccccc4)c3-n3cccc3)CC2)cc1C,x,-22%,18µM*
O=C(C1CCCN1S(=O)(=O)c1cccc2cccnc12)N1CCN(c2ccccc2)CC1 (stereo unspecified),-1%,14%,-26%
CCOc1ccccc1CNC(=O)CCC(=O)N1Cc2ccccc2Oc2ncccc21,-12%,0%,0%
Cc1cccc(OC(C)C(=O)Nc2nonc2-c2ccc(Br)cc2)c1C (stereo unspecified),x,-2%,26µM*
Clc1ccc(-c2c[nH]c3ccccc23)nn1,2%,-9%,0%
COC(=O)/C(=C(/F)Sc1cc(C)c(O)c(C)c1)C(F)(F)F,2%,-9%,10µM*
COc1ccc(C2C(=O)N(C3CCC(C)CC3)CC(=O)N2CCC2=CCCCC2)cc1OC (stereo unspecified),x,9%,23µM*
O=C1CCCN1CC(=O)N1CCCC(N2CCN(c3cccc(Cl)c3)CC2)C1 (stereo unspecified),-4%,2%,-17%
O=C(CSc1n[nH]c(-c2cccnc2)n1)Nc1ccc(Cl)cc1,0%,1%,-7%
CCNc1nc(NC(C)(C)C)nc(Oc2ccc(=O)n(-c3ccccc3)n2)n1,-10%,15%&1%,16µM*
CCN(CC)CC#CCC1(O)c2ccccc2-c2ccccc21,7%,-2%,-21%

# No new results follow: entries from further up.
SMILES,N370S GC,FEN1 inh,DT40 TDP1 CPT
Cc1cccc(OC(C)C(=O)Nc2nonc2-c2ccc(Br)cc2)c1C (stereo unspecified),x,-2%,26µM*
Clc1ccc(-c2c[nH]c3ccccc23)nn1,2%,-9%,0%
COC(=O)/C(=C(/F)Sc1cc(C)c(O)c(C)c1)C(F)(F)F,2%,-9%,10µM*
COc1ccc(C2C(=O)N(C3CCC(C)CC3)CC(=O)N2CCC2=CCCCC2)cc1OC (stereo unspecified),x,9%,23µM*
O=C1CCCN1CC(=O)N1CCCC(N2CCN(c3cccc(Cl)c3)CC2)C1 (stereo unspecified),-4%,2%,-17%

# The list goes on.
SMILES,N370S GC,FEN1 inh,DT40 TDP1 CPT
CC(C(=O)NCc1cccs1)N1C(=O)c2ccccc2C1=O (stereo unspecified),1%,4%,-1%
Cc1ccc(NC(=O)OC(C)CNC(=O)Oc2cccc(C)c2)cc1 (stereo unspecified),12%,-18%,-26%
CCN(CC(=O)NCc1ccc(Cl)cc1)C(=O)Cc1ccc(OC)cc1,-2%,-9%,-2%
O=C(OCCCCOC(=O)c1ccccc1)c1ccccc1,u,-1%,11%
Cn1nccc1C(=O)N1CCOCC1,0%,24%,11%
COc1cc(OC)c(NS(=O)(=O)c2c(C)nc3sc(C)cn3c2=O)cc1Cl,x,-13%,u
c1cc2c(cnc3cscc32)s1,-4%,11%,-7%
O=C(Nc1ccc(F)cc1)c1cc2ccccc2o1,-5%,16%,-26%
COc1ccc2oc(C(=O)Nc3ccccc3N3CCOCC3)c(C)c2c1,-1%,-8%,-24%
COc1ccc(-c2noc(CNS(=O)(=O)c3ccc(NC(C)=O)cc3)n2)cc1,1%,17%,u
CC(C)CN1C(=O)C(=O)N(CC(=O)Nc2cc(Cl)ccc2Oc2ccccc2)C1=O,1%,-6%,7%
O=C(Nc1ccccc1N1CCOCC1)c1csc2c1CCCC2,11%,-1%,-9%

# Fetched one by one from above (2):
SMILES,N370S GC,FEN1 inh,DT40 TDP1 CPT
Cc1cccc(NCc2ccccc2)c1,4%,17%,-4%
Cn1nccc1C(=O)N1CCOCC1,0%,24%,11%

# The list goes on:
SMILES,N370S GC,FEN1 inh,DT40 TDP1 CPT
CCC1(C)Cc2ccccc2-c2c1c(=O)n(-c1ccc(C)cc1)c1nnnn21 (stereo unspecified),1%,-1%,u
CCC(=O)NCCc1nc2cc(NC(=O)c3ccc(F)cc3)ccc2n1C,-3%,3%,17%
CCOc1cc(/C=C2\C(=O)N(c3nc(-c4ccc(Br)cc4)cs3)N=C2c2ccccc2)ccc1O,-20%,50µM*,u
Cc1ccc(NC(=O)C2CCN(S(=O)(=O)c3cccc4cccnc34)CC2)nc1,5%,1%,-22%
O=C(/C=C/c1ccc(S(=O)(=O)N2CCOCC2)cc1)NCc1ccccc1Cl,11%,16%,u
COc1ccc2cc(CN(CC3CCCO3)S(=O)(=O)c3ccc(C(C)=O)cc3)c(=O)[nH]c2c1 (stereo unspecified),x,-18%,-27%
O=C(CSc1nc2c(c(=O)n1-c1ccc(Br)cc1)SCC2)NCC1CCCO1 (stereo unspecified),0%,-6%,-1%
CC(C)CN(C(=O)CCC1CCCCC1)c1c(N)n(CC(C)C)c(=O)[nH]c1=O,-5%,-4%,u
Cc1ccc2[nH]cc(CCNC(=O)c3ccc([N+](=O)[O-])cc3)c2c1,10%,8%,u
Cc1ccc(OCC(=O)Nc2ccc(NC(=O)c3ccccc3)c(C)c2)cc1,-11%,7%,u
CCOc1ccc(NS(=O)(=O)c2cc(OC)ccc2OC)cc1,-1%,-5%,-18%
CC(=O)Nc1ccc2nc(-c3cccs3)[nH]c2c1,3%,-19%,-10%
CCN(CC)C(=O)c1ccc(COc2ccccc2Cl)o1,-3%,-2%,-20%
CCCCCCOc1ccc(-c2nc3ccc(Br)cc3c(=O)o2)cc1,x,-5%,-1%
Cc1ccc(/C=C2/CNC/C(=C/c3ccc(C)cc3)C2=O)cc1,x,5%,7.3µM*
COc1ccc(-n2c(CCC(=O)O)ccc2-c2ccccc2)c(OC)c1,x,1%,-17%
O=C(CSc1ccc(Cl)cc1)N1CCN(c2ccc(Cl)cc2[N+](=O)[O-])CC1,-4%,-19%,u
O=C(c1cnc(N2CCN(c3ncccn3)CC2)c2ccccc12)N1CCN(c2ncccn2)CC1,-2%,11%,15µM*
CN(C)c1nc(OCCNC(=O)COc2ccccc2Cl)nc(N(C)C)n1,1%,1%,u
CCc1ccc(-n2c(CCC(=O)O)ccc2-c2ccc(F)cc2)cc1,x,u,2%
Cc1ccc(C)n1-c1ccc(C(=O)/C=C/N(C)C)cc1,-6%,0%,u
O=C1C(Cc2ccc(O)cc2)NC(=S)N1c1ccccc1 (stereo unspecified),-3%,-4%,3%
O=C(CSc1ccc(-c2ccc(F)cc2)nn1)Nc1ccc2c(c1)OCCO2,7%,5%,-20%
Cc1ccc(CCNC(=O)c2c(C)oc3nc(C)nc(N4CCOCC4)c23)cc1,x,3%,u
CCn1ccc2cc(OC)ccc2c1=S,15%,5%,-14%
O=C(Nc1ccc(Cl)cc1)Nc1ccccc1Sc1ncc([N+](=O)[O-])s1,4%,-1%,6.5µM*
O=C(NCCCO)NC12CC3CC(CC(C3)C1)C2,-10%,9%,-24%
C=CCn1c(C)cc(C(=O)COC(=O)/C=C/c2ccc(OC)cc2)c1C,21%,10%,u
CCN(CC)c1ccc(C(=O)N/N=C/c2ccc(OC)cc2OC)cc1,13%,-4%,u
Cc1cccc(C)c1NS(=O)(=O)c1ccc2c(c1)[C@H]1C=CC[C@H]1[C@@H](c1ccc(Cl)cc1)N2,x,8%,16µM*
O=C(c1ccc(F)cc1)C1CCN(C(=O)c2ccccc2F)CC1,-18%,-20%,-28%
COc1cc2c(=O)n(CCCC(=O)NCC3CCCO3)c(=O)n(CC(=O)c3ccc(F)cc3)c2cc1OC (stereo unspecified),-3%,15%,-16%
COC(=O)Nc1ccc2c(c1)Nc1ccccc1CC2,3%,8%,20%
COc1ccc(CNC(=O)C[C@H]2C(=O)N(c3ccccc3)C[C@@H]2Cc2ccccc2)cc1,-3%,u,u
COc1cc(C(=O)OC(C)CN2CCOCC2)cc(OC)c1OC (stereo unspecified),-22%&-7%,7%&-1%,1%&-7%
OC(COc1ccc(Cl)cc1)CN1CCCCC1 (stereo unspecified),-4%,1%,2%
CCOc1ccc(NC(=O)CN2C(=O)C(c3ccccc3)=NC23CCC(C)CC3)cc1 (stereo unspecified),x,-5%,16µM*
COc1ccc(C(=O)Nc2ccc(S(=O)(=O)N3CCCC3)cc2)cc1,-10%,3%,-14%
Cc1ccc(-c2ccc(CCC(=O)O)n2C(C)C)cc1,4%,3%,u
Cc1ccc(C(=O)CCS(=O)(=O)c2ccc(Br)cc2)cc1,-3%,-2%,5.2µM*
COc1ccc(OCc2nc3c4c(ncn3n2)-c2ccccc2CC42CCCC2)cc1,-6%,13%,u
O=C(CN1C(=O)C(=O)N(Cc2ccco2)C1=O)Nc1ccc(F)c(F)c1F,x,1%,-7%
Cc1ccc(NC(=O)C2CCCNC2=O)nc1 (stereo unspecified),5%,-10%,6%
CC(=O)OC1CC2(C)C(CCC2(O)C(C)=O)C2CCC3C(Cl)C(=O)CCC3(C)C12 (stereo unspecified),x,17%,u
c1ccc(-c2ccc(-c3nc(-c4ccccn4)no3)cc2)cc1,x,-1%,12µM*
CCCCc1c(C)c2cc(C)ccc2[nH]c1=O,u,6%,-21%
Cc1ccc(CNc2oc(-c3ccco3)nc2S(=O)(=O)c2ccccc2)cc1,25%,-1%,u
Cc1cc(C)c2cc(C#N)c(N3CCCN(C(=S)NCCCN(C)C)CC3)nc2c1,-12%,2%,u

# 3 structures out of the list, ordered by molar mass, low to high:
SMILES,N370S GC,FEN1 inh,DT40 TDP1 CPT
O=C(CN1C(=O)C(=O)N(Cc2ccco2)C1=O)Nc1ccc(F)c(F)c1F,x,1%,-7%
Cc1ccc(CNc2oc(-c3ccco3)nc2S(=O)(=O)c2ccccc2)cc1,25%,-1%,u
COc1ccc(OCc2nc3c4c(ncn3n2)-c2ccccc2CC42CCCC2)cc1,-6%,13%,u

# Further results:
SMILES,N370S GC,FEN1 inh,DT40 TDP1 CPT
CN1/C(=C\C=Nc2cc(S(=O)(=O)N3CCOCC3)ccc2N2CCOCC2)C(C)(C)c2ccccc21,-4%,2%,u
COc1ccccc1CNc1nc2nc(C)c(C)c(=O)n2[nH]1,16%,-2%,3%
COc1cccc(C(N)=O)c1OC(=O)Cc1ccccc1F,2%,-9%,8%
O=C(CNS(=O)(=O)c1cccs1)N1CCCC1,11%,-8%,-1%
Cc1ccc(/C=N/NC(=O)c2ccoc2C)s1,-1%,1%,u
CCCCNCc1cc(Br)c(OCc2cccs2)c(OC)c1,-24%,-13%,u
CCOc1ccc(C2CC(c3ccccc3)Nc3nc(N)nn32)cc1 (stereo unspecified),1%,5%,1%
CC(C)(C)NC(=O)/C(=C/c1cccnc1)NC(=O)c1ccco1,2%,2%,5%
Cc1cccc(/C(N)=N/OC(=O)COc2ccccc2Cl)c1,-1%,2%,4%
CCOC(=O)N1CCN(C(=O)CN2C(=O)COc3ccc(C(C)(C)C)cc32)CC1,13%,-16%,-18%
CCOC(=O)c1sc2ncn(C(CC)C(=O)OC)c(=O)c2c1C (stereo unspecified),3%,1%,-21%
